# High-throughput results deposited in PubChem BioAssay by several laboratories.
# LYP phosphatase: PTPN22 lymphoid phosphatase activity blockers – biochemical, fluorescence intensity, uHTS (AID 1779); recombinant LYP phosphatase, fluorescence intensity; higher % means a stronger effect; one-dose inhibition, % at 11.5 µM; IC50 in µM for titrated hits; 290,000 compounds, 0.054% hits;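 further: plate controls were vehicle with enzyme for no effect and no enzyme for full effect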
# AID2073: disruptors of CaV2.2 binding to Mint1 – biochemical, HTRF (AID 2073). HTRF protein-protein interaction, Mint1-CaV2.2; higher % means a stronger effect. inhibition, % at 20 µM, or IC50 in µM where a hit was titrated. 290,000 compounds, 0.19% hits; in the data active means inhibition mostly above about 51%, no sharp cut-off; further: some results filed as inactive read as strong as hits
# human PMI inhibition: MPI enzyme activity inhibition – biochemical, fluorescence intensity, coupled assay, primary screen (AID 1209) | purified PMI enzyme, coupled fluorescence intensity; higher % means a stronger effect | inhibition, % at 20 µM; hits with a dose series show IC50 in µM | 190,000 compounds, 0.42% hits;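 further: plate controls were DMSO vehicle for no effect and wells lacking substrate for full effect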
# Dynein transport: dynein cargo transport inhibition; 3617.4 mouse cells, GR-EGFP nuclear translocation imaging; test concentration mostly 20 µM; stimulated with dexamethasone, 1 µM; hits give low values; z-score, hits read low; 220,000 compounds, 0.47% hits; AID 1381;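 active means plate z-score of nuclear minus cytoplasmic receptor signal below a set negative limit, without overly bright fluorescence or cell loss, cut at about -3.5 in these data, passing the limit was not always enough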;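 further: z-score of nuclear minus cytoplasmic ring GR-EGFP intensity difference per well; some compounds called inactive have numbers as strong as hits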
#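 Also added – dexamethasone, 1.0 µM final · Buffer or medium – tet-free, stripped-serum medium · Schedule – induction 48 h, compound 1 h, agonist 30 min · Detection – formaldehyde fixation, Hoechst nuclear stain, 10x automated fluorescence imaging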
# human PMI inhibitors: MPI inhibition at elevated mannose 6-phosphate – biochemical, fluorescence intensity, high mannose 6-phosphate, primary screen (AID 1220). inhibition, % at 20 µM, or IC50 in µM where a hit was titrated. recombinant PMI enzyme, coupled fluorescence intensity; higher % means a stronger effect. 190,000 compounds, 0.66% hits
# XIAP antagonists: small molecules displacing peptide from XIAP – biochemical, IAP family, fluorescence polarization (AID 1018). XIAP BIR domain, fluorescence polarization peptide displacement; higher % means a stronger effect. displacement, % at 20 µM, or IC50 in µM where a hit was titrated. 200,000 compounds, 0.007% hits; in the data active means displacement above about 50%; further: a part of the inactive calls stands beside numbers as strong as those of hits
# M17LAP inhibition: P. falciparum M17LAP inhibitors, primary screen, biochemical, fluorogenic H-Leu-NHMec substrate, 1536-well (AID 1619) | inhibition, % at 30 µM, or IC50 in µM where a hit was titrated | 220,000 compounds, 0.38% hits | recombinant M17LAP, H-Leu-NHMec fluorogenic kinetic assay; higher % means a stronger effect;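 active means compound inhibiting the enzyme by more than half at any dose during confirmatory dose-response retesting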;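 further: plate controls were full reaction with DMSO carrier for no effect and no enzyme background for full effect; strong numbers were not always called active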
# M1AAP inhibition: malaria alanyl aminopeptidase activity blockers – biochemical, fluorogenic H-Leu-NHMec substrate, 1536-well (AID 1445); 220,000 compounds, 0.42% hits; recombinant M1AAP, H-Leu-NHMec fluorogenic kinetic assay; higher % means a stronger effect; one-dose inhibition, % at 30 µM; IC50 in µM for titrated hits;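 active means primary inhibition above the hit cutoff, then over 50% inhibition at one or more dose response concentrations, cut at about 23% in these data, passing the limit was not always enough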;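 further: plate controls were DMSO full reaction for no effect and no enzyme background for full effect; strong numbers were not always called active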
# Siah-1 displacement: Siah-1 peptide-binding antagonists, primary screen, biochemical, fluorescence polarization, rhodamine-plectin, uHTS (AID 1817) | Siah-1 / rhodamine-plectin peptide fluorescence polarization; higher % means a stronger effect | 290,000 compounds, 0.02% hits | one-dose displacement, % at 20 µM; IC50 in µM for titrated hits;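 active means displacement of at least 50% at 20 µM, with a fluorescence ratio check between 0.3 and a set limit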;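 further: plate controls were Siah plus tracer with DMSO for no effect and tracer alone without Siah for full effect; strong numbers were not always called active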
# Dynein transport cytoplasmic EGFP: further read-out of Dynein transport, marked with its call; z-score; measured here: cytoplasmic GR-EGFP intensity; hits give high values
# Dynein transport nuclear GR-EGFP: recorded beside Dynein transport, whose call it bears; z-score; measured here: nuclear GR-EGFP intensity;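 lower value marks the stronger effect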
# Dynein transport cell count: further read-out of Dynein transport, marked with its call; z-score; measured here: cell count per field
# * hit, by the source's call; x = no result given. Unless noted, no stated cut-off is given here; in the data, active means inhibition above about 50%; inactive means the rest.
SMILES,LYP phosphatase,AID2073,human PMI inhibition,Dynein transport,Dynein transport cytoplasmic EGFP,Dynein transport nuclear GR-EGFP,Dynein transport cell count,human PMI inhibitors,XIAP antagonists,M17LAP inhibition,M1AAP inhibition,Siah-1 displacement
CC1=C(C#N)c2nc(N)c(C#N)c(C)c2/C1=C\c1ccc(OCC(=O)O)c(Cl)c1,1.9%,6.9%,x,-0.0135,-0.245,-0.264,0.0302,x,x,18.3%,11.5%,0.0%
CCOC(=O)c1c(C)[nH]c(C(=O)OCCOc2ccccc2C)c1C,-3.9%,5.3%,19.4%,1.4,-0.116,0.707,-0.371,11.5%,-4.9%,-2.9%,3.1%,0.4%
O=c1c2ccccc2nc(/C=C/c2cccnc2)n1Cc1ccccc1,1.3%,39.3%,7.4%,-1.29,0.0366,-0.528,0.537,-12.3%,41.8%,-3.4%,21.8%,14.8%
CC1CC(C)CN(c2ncnc3c2cnn3-c2ccc(Cl)cc2)C1 (stereo unspecified),-7.5%,1.1%,9.7%,0.316,-0.177,0.341,0.546,6.4%,-5.1%,1.5%,5.8%,6.2%
CCOC(=O)C1CCCN(C(=O)CCC(=O)Nc2ccc3nc(N4CCOCC4)cc(C)c3c2)C1 (stereo unspecified),-5.5%,0.8%,4.8%,-0.364,-0.21,-0.193,1.07,7.7%,-1.9%,-52.0%,6.1%,0.7%
Cc1cc(C(=O)NNC2CC(=O)N(c3ccc4ccccc4c3)C2=O)c(C)o1 (stereo unspecified),1.5%,12.3%,1.1%,0.519,0.0661,-0.048,0.525,7.9%,-3.9%,15.5%,1.8%,0.3%
O=C(CSc1nnnn1-c1ccc(Cl)cc1)NC(=O)Nc1ccc2c(c1)OCCO2,-1.3%,-14.7%,9.0%,-0.636,0.969,0.161,-0.0455,21.6%,-3.3%,0.4%,7.2%,-3.2%
Cc1ccc2c(c1)C1CN(C)CCC1N2C(=O)COc1ccc(N(C)S(=O)(=O)c2cccs2)cc1 (stereo unspecified),-6.9%,2.2%,x,-0.205,-0.246,0.00277,0.64,x,x,1.9%,1.9%,-2.5%
CCc1cc(C(=O)N2CCCC(C(=O)c3cccc4ccccc34)C2)n(C)n1 (stereo unspecified),-7.4%,-0.4%,6.4%,-0.866,-0.207,-0.443,0.901,5.1%,-7.4%,-2.8%,1.8%,0.1%
Cc1ccc(S(=O)(=O)CCC(=O)Nc2ccc3nc(C)sc3c2)cc1,-3.3%,-10.4%,19.6%,1.94,-0.125,0.849,-0.935,17.5%,-9.2%,12.7%,-4.0%,-1.7%
COc1ccc(/C=C2\SC(=S)N(CC3CCCO3)C2=O)cc1 (stereo unspecified),-3.8%,-26.3%,x,0.114,-0.288,-0.358,1.28,x,x,-1.6%,8.4%,-4.2%
CCC(CO)n1cnnc1-c1ccncc1 (stereo unspecified),2.3%,24.9%,5.3%,-0.72,-0.243,-0.1,0.401,5.2%,-1.8%,3.8%,5.4%,8.0%
CCOC(=O)CSc1[nH]c(=O)cc(C)c1C#N,-8.5%,-1.9%,3.1%,1.58,0.308,1.67,-1.94,0.1%,-2.1%,17.0%,8.1%,3.2%
COc1ccc(C2C(C(=O)c3ccccc3)=C(C)Nc3nc4ccccc4n32)c(OC)c1 (stereo unspecified),1.7%,7.3%,-2.4%,-0.422,-0.22,0.588,-0.0829,4.4%,2.2%,-8.3%,-7.2%,-5.1%
CCOC(=O)c1sc(SC)nc1N,0.1%,-1.1%,-6.1%,-1.68,-0.264,-0.768,0.832,-1.8%,-5.9%,7.5%,8.8%,5.2%
Cc1cccc(C)c1NC(=S)Nc1c(C)n(C)n(-c2ccccc2)c1=O,-7.1%,4.0%,11.2%,-0.718,-0.242,-0.589,0.298,-6.4%,-0.4%,-7.9%,-5.7%,-2.9%
O=C(N/N=C/C1=C(N2CCOCC2)C(=C\c2ccccc2)/CC1)Nc1ccccc1,-1.6%,4.9%,-0.1%,0.272,0.123,0.293,0.251,-3.4%,-2.7%,5.8%,10.1%,-0.5%
CC1(C)CC(=O)c2cc(C(=O)Nn3cnnc3)c(=O)n(-c3ccccc3)c2C1,-6.2%,1.8%,0.3%,-0.0662,-0.426,0.09,-0.159,-4.9%,-3.0%,-25.3%,-0.1%,0.6%
CC(=O)Nc1nc(SCC(=O)Nc2nnc(C)s2)[nH]c(=O)c1NC(=O)c1cccs1,-8.8%,7.5%,-32.7%,1.66,-0.183,1.19,-1.67,-21.6%,-3.7%,3.2%,2.2%,0.9%
COc1ccccc1CNC(=O)c1ccc(-c2ccccc2C(F)(F)F)o1,-0.5%,8.2%,-1.4%,-0.391,-0.229,0.113,0.629,-4.3%,-5.2%,6.0%,3.7%,4.0%
COc1ccc(-c2cc(C(F)(F)F)nc(N3CCOCC3)n2)cc1OC,-5.3%,9.2%,14.5%,0.153,-0.283,0.128,0.636,7.5%,-5.0%,9.5%,-4.8%,2.3%
CCc1nnc(NS(=O)(=O)c2ccc(Nc3ccc4nonc4c3[N+](=O)[O-])cc2)s1,-1.8%,-4.7%,0.0%,0.141,-0.305,0.345,0.669,17.4%,-4.7%,2.4%,5.2%,13.3%
CCOC(=O)c1cc(-c2ccccc2)nn1CCC#N,-7.0%,19.3%,-18.1%,0.0276,-0.306,0.347,0.0599,-12.8%,-8.1%,2.8%,7.1%,1.9%
CCOc1ccc(-c2nnn(CC(=O)NCc3ccc(OC)cc3)n2)cc1OCC,-4.0%,-2.1%,-7.9%,0.704,-0.362,0.335,0.0251,-1.9%,-13.6%,-9.0%,-2.9%,3.8%
Cc1cc(=O)[nH]c(N/N=C/c2sccc2C)n1,-4.3%,0.1%,27.4%,0.611,-0.107,0.239,-0.393,20.8%,-8.7%,43.0%,4.8%,-6.1%
CCOc1ccccc1NC(=O)CSc1ncnc2c1oc1ccccc12,-3.3%,10.8%,0.8%,0.0634,-0.239,0.316,0.135,-3.8%,-0.8%,0.5%,-8.6%,-3.4%
O=C(Cc1ccccc1[N+](=O)[O-])Nc1ccccc1C(=O)N1CCCC1,-4.0%,1.9%,6.1%,1.7,-0.18,1.11,-1.18,-3.2%,-1.3%,7.8%,-2.5%,1.0%
CCC1=C(OC(=O)N(CC)CC)N2C(=O)OC(=NCCc3c[nH]c4ccccc34)[C@]2(Cc2ccccc2)[C@H]2C1=CC[C@H]1C(=O)NC(=O)[C@H]12,5.0%,11.7%,x,0.953,-0.769,0.387,0.3,x,x,0.8%,0.7%,0.6%
COCCN1Cc2cccc(C(=O)NCc3ccccn3)c2C1=O,-8.7%,1.0%,3.2%,-0.118,-0.214,-0.000349,0.241,3.5%,2.1%,1.3%,-5.2%,3.3%
Fc1cccc(CSc2nc3ncccc3[nH]2)c1,-3.5%,-0.8%,0.6%,0.123,-0.3,0.228,0.0422,2.2%,-0.9%,5.0%,2.1%,-2.8%
O=C(c1ccc([N+](=O)[O-])cc1)N(Cc1ccc(Br)cc1)N1C(=O)CCCC1=O,-1.2%,18.5%,-8.1%,-1.13,1.85,-0.507,-2.28,-5.3%,-9.2%,-9.1%,2.8%,-1.1%
CCOC(=O)c1cccnc1SCc1cc(=O)n2ccccc2n1,-5.6%,0.8%,4.2%,-1.41,0.00482,-0.776,1.47,3.5%,-1.5%,6.8%,17.0%,1.1%
CCCCn1nnnc1SCC(=O)c1ccc(C)c(C)c1,-6.7%,-2.8%,6.9%,0.777,-0.205,0.15,-0.739,7.7%,-9.2%,6.8%,0.5%,-8.3%
COc1ccc(C(C)NC(=O)c2cccc([N+](=O)[O-])c2)cc1OC (stereo unspecified),-7.0%,-3.7%,4.0%,3.01,-0.077,2.16,-2.22,-5.4%,-3.3%,1.1%,-0.6%,9.8%
CSc1nc2ccc(NC(=O)C3CC(=O)N(Cc4ccco4)C3)cc2s1 (stereo unspecified),-5.8%,-11.1%,-9.6%,0.667,-0.172,0.788,-0.246,-9.8%,-7.6%,15.1%,7.2%,-0.9%
Cc1ccc(C(c2sc3nc(C)nn3c2O)N2CCN(C(=O)c3ccco3)CC2)cc1 (stereo unspecified),-1.3%,9.1%,1.9%,1.89,-0.229,0.943,-0.605,6.3%,-0.1%,3.8%,1.2%,-0.6%
COc1ccc(CN2C(=S)NC(C)(C)CC2(C)O)cc1 (stereo unspecified),-9.8%,-1.1%,0.4%,0.589,-0.278,0.227,-0.09,6.6%,-4.7%,5.7%,5.8%,-1.0%
COCCCn1c(SCC(=O)Nc2nc3ccccc3s2)nnc1-c1ccoc1C,-4.4%,4.9%,9.5%,0.804,-0.257,0.655,-0.562,-5.2%,-4.6%,2.7%,8.0%,-0.4%
CNc1cc(C)nc(-n2nc(C)cc2C)n1,-0.3%,13.6%,4.8%,-0.626,-0.379,-0.0221,0.143,6.9%,-3.1%,-4.5%,-0.9%,3.2%
Cc1cc(C(=O)N/N=C/c2ccc(N3CCOCC3)cc2)c(C)o1,-2.2%,7.8%,-23.0%,-0.672,-0.262,-0.47,0.924,-7.5%,-3.6%,-14.6%,15.1%,-3.1%
COc1ccc(/C=C/C(=O)Nc2ccc3c(c2)CCC3)cc1OC,-2.6%,7.4%,9.9%,-0.514,-0.222,0.434,0.467,8.6%,-7.0%,1.0%,6.5%,3.2%
Cc1ccc(NC(=O)/C=C/c2ccc3c(c2)OCO3)nc1,1.1%,1.3%,14.9%,-0.691,-0.317,-0.687,0.544,8.3%,-6.1%,-9.0%,5.3%,0.3%
CCc1ccc(OCC(O)CNC(C)(C)C)cc1 (stereo unspecified),-4.3%,9.4%,-7.5%,0.278,-0.396,-0.182,0.799,-10.2%,-6.4%,-5.5%,3.3%,0.6%

# For convenience, 3 of the compounds above:
SMILES,LYP phosphatase,AID2073,human PMI inhibition,Dynein transport,Dynein transport cytoplasmic EGFP,Dynein transport nuclear GR-EGFP,Dynein transport cell count,human PMI inhibitors,XIAP antagonists,M17LAP inhibition,M1AAP inhibition,Siah-1 displacement
COc1ccc(/C=C/C(=O)Nc2ccc3c(c2)CCC3)cc1OC,-2.6%,7.4%,9.9%,-0.514,-0.222,0.434,0.467,8.6%,-7.0%,1.0%,6.5%,3.2%
Cc1ccc(NC(=O)/C=C/c2ccc3c(c2)OCO3)nc1,1.1%,1.3%,14.9%,-0.691,-0.317,-0.687,0.544,8.3%,-6.1%,-9.0%,5.3%,0.3%
CCc1ccc(OCC(O)CNC(C)(C)C)cc1 (stereo unspecified),-4.3%,9.4%,-7.5%,0.278,-0.396,-0.182,0.799,-10.2%,-6.4%,-5.5%,3.3%,0.6%
